Compound activity from PubChem BioAssay.
MITF primary = human MITF inhibition, primary screen; AID 1259374; inhibition, % at 2.6 µM; 650,000 compounds, 0.91% hits; O75030; AlphaScreen MITF homodimerization, bead proximity signal; in the data active means inhibition above about 50%;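 further: 0% = vehicle wells with protein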
Target sequence (O75030 whole entry, looked up): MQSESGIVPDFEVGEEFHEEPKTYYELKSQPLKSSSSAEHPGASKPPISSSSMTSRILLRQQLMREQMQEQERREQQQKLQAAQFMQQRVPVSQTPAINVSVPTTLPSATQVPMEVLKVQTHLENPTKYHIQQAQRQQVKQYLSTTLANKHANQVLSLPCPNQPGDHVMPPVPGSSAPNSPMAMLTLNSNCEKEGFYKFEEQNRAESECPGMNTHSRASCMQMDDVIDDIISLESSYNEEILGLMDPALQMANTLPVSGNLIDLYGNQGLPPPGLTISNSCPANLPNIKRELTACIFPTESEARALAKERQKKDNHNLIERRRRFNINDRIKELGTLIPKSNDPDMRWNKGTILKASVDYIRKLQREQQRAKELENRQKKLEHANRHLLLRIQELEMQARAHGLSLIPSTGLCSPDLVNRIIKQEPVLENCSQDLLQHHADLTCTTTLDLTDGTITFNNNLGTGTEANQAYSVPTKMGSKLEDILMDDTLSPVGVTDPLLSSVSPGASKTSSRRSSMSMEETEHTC
TEAD-YAP block = TEAD-YAP interaction inhibition; HEK-TIYL cells, TEAD-Gal4/YAP UAS-luciferase luminescence; inhibition, % at 9.12 µM; 640,000 compounds, 1.4% hits; AID 1259422; in the data active means inhibition above about 32%;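 further: 0% = median of test compound wells and 100% = reference inhibitor wells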
GPR151 activ = activators of human GPR151; 650,000 compounds, 1% hits; PathHunter beta-arrestin GPR151 cells, luminescence; activation, % at 11.2 µM; Q8TDV0; in the data active means activation above about 4.9%;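 further: 0% = median of compound wells and 100% = cells with positive control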
Target sequence (Q8TDV0 whole entry, looked up): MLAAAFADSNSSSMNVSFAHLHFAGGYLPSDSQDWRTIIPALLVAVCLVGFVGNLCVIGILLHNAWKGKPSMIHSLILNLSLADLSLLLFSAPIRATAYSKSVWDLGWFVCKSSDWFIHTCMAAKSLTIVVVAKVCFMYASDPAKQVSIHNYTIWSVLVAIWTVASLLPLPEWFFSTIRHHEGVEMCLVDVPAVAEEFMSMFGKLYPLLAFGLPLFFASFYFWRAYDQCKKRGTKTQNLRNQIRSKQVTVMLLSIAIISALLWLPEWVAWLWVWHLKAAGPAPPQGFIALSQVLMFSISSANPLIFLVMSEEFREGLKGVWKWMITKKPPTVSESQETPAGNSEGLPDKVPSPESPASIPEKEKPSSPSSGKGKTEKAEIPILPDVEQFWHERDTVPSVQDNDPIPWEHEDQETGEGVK
FBW7 act = human FBW7 E3 ligase activation, primary screen | normalized activity (activation), % at 26.1 µM | 650,000 compounds, 0.13% hits | AID 1259310 | AlphaScreen FBW7–phospho-cyclin E peptide binding, activator screen; in the data active means normalized activity above about 1.9%;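 further: purified mutant Fbw7 with reduced substrate affinity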
* marks the source's active call; other numbers are inactive results.

SMILES	MITF primary	TEAD-YAP block	GPR151 activ	FBW7 act
O=C(N/N=C/c1ccc(O)c2ncccc12)c1ccc(F)cc1	113*	27	0.2	-0.1
O=C(OCc1cc(=O)n2c(n1)sc1ccccc12)c1ccc([N+](=O)[O-])o1	18	2	-0.7	0.1
Cc1ccc(S(=O)(=O)N(CC(N)=O)c2ccc(F)cc2)cc1	-11	0	-0.1	0.3
O=[N+]([O-])c1ccc(N=NNc2ccccc2)cc1	19	-36	-2.4	0.0
CSc1cccc(NC(=S)N(Cc2ccc(F)cc2)C2CCCCC2)c1	1	1	1.2	0.1
O=C1NC(=Nc2ccccc2Cl)S/C1=C/c1cccc(C(=O)O)c1	13	2	0.1	0.0
CC(C)n1c(Nc2ccc3ncccc3c2)nc2c(Nc3ccc(N4CCOCC4)cc3)ncnc21	-8	-15	0.8	0.0
Cc1nc(Oc2ccc(Cl)cc2)c2oc3ccccc3c2n1	-13	-8	-1.7	0.0
O=C(Cc1n[nH]c(=O)[nH]c1=O)N/N=C/c1ccc2c(c1)OCO2	6	-6	0.2	-0.1
COc1ccc(CCNS(=O)(=O)c2ccc(F)c(C(=O)Nc3ccc(Cl)cc3)c2)cc1OC	20	3	0.4	0.4
O=c1cc(-c2ccccc2)nc(SCc2nc3ccccc3[nH]2)[nH]1	19	-7	-1.1	0.7
Oc1c(C(c2ccco2)N2CCOCC2)sc2ncnn12 (configuration not stated)	-9	-5	-1.5	0.2
CN(C)c1ccc(/C=C2\C(=O)N(c3nc(-c4ccc(Cl)cc4)cs3)N=C2c2ccccc2)cc1	-5	2	0.5	-0.1
CC(=O)Nc1ccc(S(=O)(=O)NC(CO)C(=O)O)cc1 (configuration not stated)	5	-4	0.3	0.3
Cc1ccc(-n2nc3ccc(NC(=O)c4ccc(-c5ccccc5)cc4)cc3n2)cc1	-1	-4	-0.2	-0.1
COc1ccc(OCC(=O)N/N=C(\C)CC(=O)Nc2cccc([N+](=O)[O-])c2)cc1	2	-11	-0.2	-0.1
CC1(C)Cc2nc3sc4c(N(CCO)CCO)ncnc4c3cc2CO1	10	-12	2.0	0.1
CCc1ccccc1Nc1nc(-c2ccc(Cl)cc2)nc2ccccc12	-9	-2	2.4	0.2
O=C(COc1ccc(Cl)cc1Cl)NS(=O)(=O)c1ccccc1	14	-3	-1.5	0.1
O=C(NCc1ccco1)C1CCC(Cn2c(=S)[nH]c3ccsc3c2=O)CC1 (configuration not stated)	4	7	-0.7	-0.1
COc1ccc(Nc2nnc(-c3cc4cc(Br)ccc4oc3=O)s2)cc1	-6	10	-0.5	-0.2
CCc1ccc2oc(-c3ccc(NC(=O)c4ccccc4OC)cc3)nc2c1	-5	-8	1.4	0.1
O=C(Nc1ccc(S(=O)(=O)NCc2ccccc2)cc1)Nc1ccc2c(c1)OCO2	6	-27	1.2	-0.5
COc1ccc(C(=O)Oc2cccc(/C=C3\SC(N)=NC3=O)c2)cc1	6	6	3.7	-0.1
COc1ccc(-c2ccc(NC(=O)c3ccccc3Cl)cc2)nn1	13	-48	-2.6	0.1
CC(C)(CN1C(=O)c2ccccc2C1=O)C(O)C(=O)O (configuration not stated)	-11	-6	-0.4	0.1
COc1cccc(CNC(=O)c2cnn3c(C)c(Cc4cc(C)ccc4C)c(C)nc23)c1	4	-10	1.1	-0.1
COc1ccc(-c2nc3ccccc3o2)cc1	-8	-53	-1.6	0.0
CCCCc1ccc(NC(=O)c2ccc(C(=O)Nc3ccc(CCCC)cc3)cc2)cc1	3	-4	0.9	0.0
Cc1ccc2[nH]c(=O)c(C(c3nnnn3Cc3ccccc3)N3CCN(C)CC3)cc2c1 (configuration not stated)	8	7	0.5	-0.1
COc1ccc(-c2nc3ccccc3c(=O)n2NC(=O)/C=C/c2ccccc2)cc1OC	18	11	-0.4	0.5
O=C(CSc1nc2ccccc2c2nc(-c3ccccc3)nn12)c1ccccc1	-13	-21	-0.2	0.1
Cc1nn(C)c(Cl)c1CN1CCCC(CO)(Cc2cccc(Cl)c2)C1 (configuration not stated)	10	0	0.7	0.5
COc1ccc(N2CCN(C(=O)NCc3noc4ccc(C)cc34)CC2)cc1	9	5	-0.2	0.0
COc1cc(NC(=O)CN2CCN(c3ccc(F)cc3)CC2)cc(OC)c1	3	2	-0.9	0.0
O=C(NC1CCS(=O)(=O)C1)C1C2CC3CC(C2)CC1C3 (configuration not stated)	10	5	0.8	0.1
O=C(COc1ccc(Cl)cc1)NCCCN1CCN(c2ccccc2)CC1	14	3	2.4	0.5
O=S(=O)(Nc1nccnc1-c1ccc2c(c1)OCO2)C1CC1	-8	-5	3.0	0.2
O=C1CCC(c2cccs2)=NN1	3	-7	-1.8	0.0
COc1ccc(N/C=C\C(=O)c2ccc(OC)cc2OC)cc1	14	-2	-1.2	0.0
COC(=O)c1ccc(C(=O)NCC2(c3ccc(F)cc3)CCOCC2)cc1	-2	-20	-0.9	-0.1
Cc1ccccc1NC(=O)CC1SC(=Nc2ccccc2)NC1=O (configuration not stated)	4	11	-0.7	-0.1
CCOc1ccc(C(=O)Nn2cnnc2)cc1OCC	-1	13	0.2	0.1
CCOC(=O)C1CCN(c2c(-c3ccc(C)cc3)c(=O)c2=O)CC1	9	2	1.0	0.5
O=C(O)c1cc(NC(=O)c2ccc3c(c2)C(=O)N(C2CCCCC2)C3=O)cc(C(=O)O)c1	-1	8	0.9	-0.1
Cn1c(=O)[nH]c(=O)c2c1nc(Br)n2CC(=O)O	20	1	-0.4	0.9
CCC(Sc1nc(NC2CCCCC2)c2ccccc2n1)C(=O)NCCCOC (configuration not stated)	5	-5	0.8	0.0
O=C(CN1C(=O)CCC1=O)Nc1nc(-c2ccccn2)cs1	20	-3	1.0	-0.3
COc1ccc(NC(=C(C#N)C#N)C(F)(F)C(F)(F)F)cc1	-8	-4	-0.3	-0.2
O=C(COC(=O)c1ccccc1NC(=O)c1ccccc1)c1ccc(Br)cc1	-12	-6	0.2	0.1
COc1ccc(C)cc1Nc1ncnc2c1c(-c1ccccc1)cn2-c1ccc(C)cc1	-9	-1	-1.4	0.0
CCOC(=O)N1CCN(S(=O)(=O)c2ccc(C(=O)Nc3cccc(-c4nc5ccccc5[nH]4)c3)cc2)CC1	17	22	1.9	0.3
COc1cc(-c2cnc3c(n2)[nH]c(=O)n3-c2ccccc2)cc(OC)c1OC	12	0	-0.8	0.1
Cc1cc(Br)cc(C)c1OCC(=O)Nc1ccc2c(c1)OCO2	-9	-13	0.4	-0.1
CCOC(=O)c1c(NC(=O)CSc2nnc(CNC(=O)c3ccc([N+](=O)[O-])cc3)n2Cc2ccccc2)sc2c1CCC2	13	-5	0.9	0.4
CC(C)CCNC(=O)CN(Cc1ccco1)C(=O)CCC(=O)Nc1ccccn1	4	0	0.3	0.3
COCC(=O)NCC1CCC2(CCN(Cc3cc(C)c(C)cc3C)CC2)O1 (configuration not stated)	-30	3	0.3	0.1
Nc1nc(-c2ccccc2)cc(-c2ccccc2)n1	19	2	2.0	0.0
COc1ccc(C(=O)Nc2ccccc2NC(=O)c2ccc(OC)cc2OC)c(OC)c1	11	7	-1.0	0.0
Cc1ccc(-c2nc3ncccn3c2Nc2ccc(F)cc2)o1	2	-7	-1.5	-0.1
Next entries.
SMILES	MITF primary	TEAD-YAP block	GPR151 activ	FBW7 act
C(/C=C/c1ccc2c(c1)OCO2)=Nc1ccc(N2CCOCC2)cc1	12	3	3.3	-0.4
N=C1S/C(=C\c2ccc(OCc3ccccc3F)cc2)C(=O)N1c1ccccc1Cl	0	-20	-1.1	0.0
COc1ccc(Cc2c(O)nc(N)[nH]c2=O)cc1	-10	3	-0.4	-0.2
Cc1cc(C)c(S(=O)(=O)NCC(=O)NC2CC2)c(C)c1	14	2	3.3	0.2
CCCCCOc1ccc(NC(=O)C2OC3OC(C)(C)OC3C3OC(C)(C)OC23)cc1 (configuration not stated)	8	1	0.1	0.1
COc1ccc(CC(=O)Nc2ccc(C)c([N+](=O)[O-])c2)cc1	-14	-32	-0.7	-0.2
O=C(O)CSc1ccccc1[N+](=O)[O-]	10	-10	-0.4	0.2
CC(=O)Nc1ccc(C(=O)CSc2nnc3scc(-c4ccccc4)n23)cc1	26	-7	-1.8	1.0
CC1=C(C(=O)OCC2CCCO2)C(c2cccc(OCc3ccccc3)c2)C2=C(CC(C)(C)CC2=O)N1 (configuration not stated)	0	-9	-0.5	0.7
O=Cc1ccccc1OCCCOc1ccc(Cl)cc1	-1	-23	-0.8	0.0
Cc1noc(C)c1C(=O)Nc1ccc(S(=O)(=O)Nc2ccc(Cl)cc2)cc1	10	21	-0.4	0.9
CCOc1ccc2nc(SCC(=O)NCc3cccc(C(F)(F)F)c3)sc2c1	13	21	-0.2	0.6
CC1CCN(c2c(NCC3CCC(C(=O)NC4CCCCCC4)CC3)c(=O)c2=O)CC1 (configuration not stated)	14	-1	-1.3	0.1
CC1C(c2ccc(F)cc2)NC(c2ccc(F)cc2)CC1(C)O (configuration not stated)	28	-5	-1.6	0.1
COc1ccc(/C=C(\NC(=O)c2ccccc2Br)C(=O)O)cc1	-2	0	0.9	-0.2
CCOc1ccc(C2CC(c3ccc(OC(F)F)cc3)n3nnnc3N2)cc1Cl (configuration not stated)	-6	8	-0.4	0.3
CNC(=O)C(=O)Nc1ccc(Oc2ccccc2)cc1	1	-56	-0.6	0.0
COc1ccc2cc3cc(C(=O)NCCN(C)Cc4ccccc4)oc3nc2c1	5	12	0.7	0.0
O=C(Cn1c(C2CC2)nc2ccccc2c1=O)N1CCCC1	13	9	0.7	0.0
CCc1ccc(NC(=O)CSc2nnc(C)c(=O)[nH]2)cc1	20	21	-0.5	0.6
Nc1c(C(=O)Nc2ccc3ccccc3c2)sc2nc3c(cc12)CCC3	-5	-46	-0.5	0.3
CN1C(=O)/C(=C/c2ccccc2OCC(=O)O)SC1=Nc1ccc(C(=O)O)cc1	7	2	0.4	-0.4
CC(=O)Nc1nc(-c2ccccc2)c(-c2ccccc2)s1	3	5	-0.7	0.2
O=c1c2c3c(sc2nc2c4ccccc4cnn12)CCCC3	-9	53*	-4.8	-0.1
O=C(CNS(=O)(=O)c1cccs1)NC1CCCc2ccccc21 (configuration not stated)	4	-14	1.0	0.5
O=C(Cn1c2ccccc2c(=O)c2ccccc21)NCc1ccc(Cl)cc1	-9	-9	-2.0	0.5
COC(=O)C1=CN(Cc2ccc(F)cc2)C=C(C(=O)OC)C1c1cc(Cl)c(O)c(OC)c1	1	-1	1.6	0.1
COC(=O)C(Cc1ccc(OC(=O)c2cccc([N+](=O)[O-])c2)cc1)NC(=O)c1ccccc1 (configuration not stated)	16	14	-0.2	0.4
CC(C(=O)Nc1ccc(-c2cn3ccnnc3n2)cc1)N1CCCC1=O (configuration not stated)	0	-4	2.2	-0.2
Cn1c2ccc(Br)cc2c2nnc(SCC(=O)Nc3ccc(Br)cc3)nc21	8	7	1.4	0.0
CCN1CCN(c2ncnc3sc(C(=O)NC4CCCCC4)c(C)c23)CC1	-4	-9	-2.8	-0.1
CC(CCc1ccccc1)NC(=O)CCn1c(=S)[nH]c2cc3c(cc2c1=O)OCO3 (configuration not stated)	-3	-14	1.3	0.0
CCN(CC)c1ccc(C2N(C(=O)c3ccccc3)CCN2S(=O)(=O)c2ccc(C)cc2)cc1 (configuration not stated)	9	2	-0.9	-0.1
O=c1cc(-c2ccccc2)nc(SCc2cccnc2)[nH]1	0	-4	-0.4	0.4
COc1ccc(Nc2ncnc3c2c(-c2ccccc2)cn3-c2ccc(Br)cc2)cc1Cl	-12	-3	1.1	0.1
CSc1ncc(C=C2C(=O)NC(=O)NC2=O)cn1	9	18	-0.8	-0.2
COc1cc(/C=N/NC(=O)C(=O)Nc2ccc(C)c(C)c2)ccc1O	-5	-14	-1.2	0.0
O=c1c2ccccc2nc(SCc2ccccc2Cl)n1CCCN1CCN(c2cccc(Cl)c2)CC1	4	1	0.0	-0.1
CS(=O)c1ccc(SCC(=O)O)c([N+](=O)[O-])c1 (configuration not stated)	-8	-1	-0.4	0.0
